HIF-2a inh = HIF-2a reporter inhibitors, primary screen, luminescence, 786-0 RCC cells. actives 0.72% (n = 360,000). inhibition, % at 18.8 µM. 786-0 RCC cells HIF-2a reporter, luciferase luminescence, overnight. AID 624352, 2012;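 active = inhibition of the luminescence signal of 40% or more relative to plate controls, in a single-dose primary screen at 18.75 µM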
Peg3 prom inh = Peg3 promoter-driven luciferase inhibitors, primary screen, cell-based, HeLa, luciferase luminescence | HeLa PEG-Prom luciferase reporter, overnight | inhibition, % at 20 µM | actives 1.7% (n = 360,000);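 active = inhibition of at least 50% at 20 µM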
KKLEB tox = cytotoxicity in KKLEB CF airway cells, primary screen, cytotoxicity control for CF NF-kB inhibitor project, cell-based, uHTS, fluorescence assay plates | KKLEB CF airway cells viability, ATPlite luminescence, overnight; stronger effect = lower value; cells stimulated with P. aeruginosa culture filtrate | activity change (cytotoxicity), % at 5 µM | actives 0.36% (n = 360,000);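 active = corrected activity change at or below -50% at 5 µM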
TRPM1 prom inh = inhibitors of MITF-dependent TRPM1 promoter reporter, primary screen, cell-based, SK-MEL-5, single point, luciferase | actives 0.83% (n = 330,000) | AID 488899, 2010 | SK-MEL-5 TRPM1 promoter luciferase, 24 h | inhibition, % at 12.5 µM;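 active = mean inhibition across replicates of 60% or more, whatever share of single replicates reaches that level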; also: values of inactives mirror those of a sister screen read the other way
CF NFkB inh = inhibitors of PAF-induced NF-kB signaling, primary screen, cell-based, GFP fluorescence, uHTS; inhibition, % at 5 µM; KKLEB NF-kB-GFP reporter, GFP fluorescence overnight; actives 0.86% (n = 360,000);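 active = at least 50% inhibition at 5 µM, scaled per plate between neutral and stimulator controls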;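 also: PAF is a Pseudomonas aeruginosa culture filtrate used as stimulus; plate controls were PAF-stimulated DMSO wells for no effect and unstimulated DMSO wells for full effect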
Shn3 inh set2 = reduction of Shn3 3'UTR firefly luciferase signal, primary screen, Schnurri-3 inhibitor project, cell-based, Clone20 osteoblasts, set 2; actives 0.52% (n = 360,000); inhibition, % at 12.5 µM; AID 588674, 2011; Clone20 osteoblast Shn3 3'UTR firefly luciferase, 24 h;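 active = mean inhibition of at least 75% with every replicate also reaching 75%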;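 also: 0% = median of neutral control wells and 100% = pilot-screen positive control compound; some compounds past the cut are filed as inactive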
TWEAK-Fn14 inh = inhibitors of TWEAK-Fn14 signaling, primary screen, luciferase reporter cells, uHTS | TWEAK-stimulated Fn14 reporter cells, luciferase luminescence, 8 h | AID 1159606, 2016 | inhibition, % at 10 µM | actives 2% (n = 360,000); in the data active = inhibition above about 50%
TROY NFkB inh = inhibitors of TROY-driven NF-kB signaling, primary screen, Q293 LMP1-TROYcd cells, NF-kB luciferase, uHTS | AID 1347056, 2019 | actives 0.98% (n = 360,000) | inhibition, % at 10 µM | Q293 LMP1-TROYcd NF-kB luciferase reporter, 4 h;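 active = compounds whose plate-normalised and pattern-corrected inhibition of the luciferase reporter signal at the single screening dose is 50% or more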
TRAIL sens C8 = viability loss with TRAIL in NB7+C8 cells, primary screen, TRAIL sensitizer project, cell-based, ATPlite luminescence. actives 1% (n = 360,000). inhibition (viability loss, TRAIL sensitization), % at 10 µM;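 active = compounds causing at least 50% loss of cell viability in the single-dose screen, relative to plate controls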
NR2E3 ag-1 = inhibitors of NR2E3-RetCOR corepressor binding, primary screen, NR2E3 agonist project, biochemical, TR-FRET, GST-NR2E3, biotin-RetCOR; Photoreceptor-specific nuclear receptor (Homo sapiens), Q9Y5X4; 1536-well; inhibition of corepressor binding, % at 4.78 µM; actives 0.12% (n = 320,000); AID 2300, 2010;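 active = percent inhibition above the cutoff of mean plus 3 SD of all tested compounds, set per screening campaign, cut at about 20% in these data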;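 also: 0% = DMSO wells and 100% = biotin wells as full block of FRET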
Target sequence (Q9Y5X4 whole entry, looked up): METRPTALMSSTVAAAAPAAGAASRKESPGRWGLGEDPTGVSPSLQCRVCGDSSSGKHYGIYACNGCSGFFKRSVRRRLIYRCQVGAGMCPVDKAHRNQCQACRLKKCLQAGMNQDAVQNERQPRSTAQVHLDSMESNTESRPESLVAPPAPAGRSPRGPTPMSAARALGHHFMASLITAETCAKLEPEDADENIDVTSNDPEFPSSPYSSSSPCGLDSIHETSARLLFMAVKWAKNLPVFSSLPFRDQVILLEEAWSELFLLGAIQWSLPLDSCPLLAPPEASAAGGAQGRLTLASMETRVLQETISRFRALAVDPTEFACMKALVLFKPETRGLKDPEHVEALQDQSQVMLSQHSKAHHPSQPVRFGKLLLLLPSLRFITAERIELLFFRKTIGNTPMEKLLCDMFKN
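Material – GST-tagged NR2E3 plus biotinylated RetCOR corepressor · Quantity – NR2E3 fusion 1.35 nM · Times – 5 h incubation at 4 °C · Medium – pH 7.5 Tris-based buffer · Technique – TR-FRET, Eu(K)-anti-GST donor, streptavidin-D2 acceptor, ex 340, em 617/671 nm · Benchmarks – high control biotin, low control 0.6% DMSO · Format – 1536-well plates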
NR2E3 ag-2 = NR2E3 agonists in two-hybrid cells, primary screen, cell-based, luminescence, CHO-S, Gal4-NCOR/VP16-NR2E3. Photoreceptor-specific nuclear receptor (Homo sapiens), Q9Y5X4. luciferase. inhibition of corepressor binding, % at 3.98 µM. actives 0.35% (n = 360,000). AID 602229, 2012;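 active = inhibition above the mean of all tested compounds plus 3 SD, cut at about 70% in these data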;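 also: 0% = DMSO with NR2E3 transfected cells and 100% = cells lacking NR2E3 construct; higher means lower luciferase signal from less NR2E3 corepressor binding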
Numbers without * were called inactive; . = no result given.

Start of the data: the first two entries as a preview:
SMILES | NR2E3 ag-2 | CF NFkB inh | Peg3 prom inh | TRPM1 prom inh | TROY NFkB inh | Shn3 inh set2 | HIF-2a inh | TWEAK-Fn14 inh | NR2E3 ag-1 | TRAIL sens C8 | KKLEB tox
COC(=O)CSc1nc(N)c(C#N)c(C(C)C)c1C#N | 8 | 2 | 3 | -1 | -3 | 7 | 17 | -2 | 8 | -27 | -11
Cc1nc2sc3c(c2c(=O)[nH]1)CCCCC3 | 20 | -8 | -114 | -27 | -17 | -24 | -87 | -5 | 3 | -12 | 7

All compounds of this part (from the top)
SMILES | NR2E3 ag-2 | CF NFkB inh | Peg3 prom inh | TRPM1 prom inh | TROY NFkB inh | Shn3 inh set2 | HIF-2a inh | TWEAK-Fn14 inh | NR2E3 ag-1 | TRAIL sens C8 | KKLEB tox
COC(=O)CSc1nc(N)c(C#N)c(C(C)C)c1C#N | 8 | 2 | 3 | -1 | -3 | 7 | 17 | -2 | 8 | -27 | -11
Cc1nc2sc3c(c2c(=O)[nH]1)CCCCC3 | 20 | -8 | -114 | -27 | -17 | -24 | -87 | -5 | 3 | -12 | 7
N#Cc1cc2cc3c(cc2nc1Cl)OCCO3 | -22 | -15 | -158 | . | -13 | -3 | -23 | 3 | . | 8 | -7
COc1ccc(C)cc1S(=O)(=O)Nc1cc2c3c(c1)CC(=O)N3CCC2 | 19 | 14 | -4 | 2 | -4 | 14 | 14 | -12 | -1 | 16 | 0
COc1ccccc1CN(C)C(=O)c1cccc(S(=O)(=O)N2CCCC2)c1 | -2 | -12 | 10 | 3 | -10 | 2 | 7 | -13 | 0 | 2 | 16
c1ccc(-c2ccc3ccccc3n2)cc1 | -40 | -34 | -278 | . | -56 | -77 | -236 | -19 | -1 | 0 | 10
Cc1cc(S(=O)(=O)NCCc2ccncc2)cc(C)c1F | -26 | 18 | 10 | 11 | -6 | 8 | 19 | 1 | -2 | -6 | -11
NC(=O)SCC(=O)Nc1ccc(Cl)cc1 | -22 | -15 | 6 | 8 | 5 | -2 | 16 | -10 | 1 | -14 | 11
COc1ccc(OCC(=O)N/N=C(\C)c2ccc(-n3ccnc3)cc2)cc1 | 0 | 11 | 1 | -2 | -7 | 10 | 14 | 16 | 0 | -5 | 1
Cc1ccc(C(=O)N2CCC(C(=O)c3ccc(Cl)cc3)CC2)cc1 | 20 | 13 | 0 | 8 | 26 | 9 | -2 | -5 | 1 | 6 | -5
CCN1CCn2c3c(c4cccc(C)c42)CCCC31 (stereo unspecified) | -23 | 4 | 18 | -1 | 5 | -7 | 13 | -9 | -3 | 9 | 10
Cc1cccc(/C=N/NC(=O)c2ccccc2OCc2cccc(Br)c2)n1 | 4 | 8 | 34 | 15 | 20 | 50 | 7 | 77* | 0 | -5 | -7
CCOC(=O)C(=O)N1CCN(c2ccccc2OC)CC1 | -14 | 2 | 9 | -2 | 13 | -1 | 11 | -7 | -1 | -5 | 9
NS(=O)(=O)c1ccc(CNC(=O)CNC(=O)Cc2ccccc2)cc1 | -43 | 4 | -5 | 2 | -12 | 1 | 6 | 0 | -2 | -9 | -1
COc1ccc(-c2ccc(C#N)c(SCC(=O)NC3CC3)n2)cc1OC | 22 | 22 | 16 | 9 | 7 | 18 | 12 | -16 | 1 | 13 | -10
COc1ccc(CCN2C(=O)CC(N3CCOCC3)C2=O)cc1OC (stereo unspecified) | -12 | 8 | 0 | -5 | -23 | 1 | -19 | -20 | 1 | -6 | 0
N#Cc1ccc(OCC(=O)OCC(=O)c2ccccc2)cc1 | -24 | -1 | -9 | -23 | -16 | 3 | -16 | 26 | . | -1 | -6
CN(C)c1ccc(CNc2ncc(Br)cc2Br)cc1 | -34 | -1 | -162 | -41 | -33 | -28 | -41 | 12 | -1 | -5 | 2
C=CC[C@@H](Cc1ccc(F)cc1)C(=O)OC[C@@H]1CCCN1C(=O)[C@H](CC=C)CC(=O)NCCO | -4 | -3 | 0 | 1 | -16 | -27 | 13 | 0 | . | -13 | 8
COC(=O)c1cc(NC(=O)COC(=O)C2CCC2)cc(C(=O)OC)c1 | -24 | -8 | -9 | -7 | -2 | -8 | 15 | -2 | 2 | 3 | 4
Cc1c[n+]([O-])cc(C)c1[N+](=O)[O-] | -7 | -4 | 1 | 13 | 3 | 9 | 8 | 14 | . | -8 | -4
O=C(CSc1nc2ccccc2n1Cc1ccccc1Cl)N/N=C/c1ccccc1C(=O)O | 9 | -6 | -16 | -2 | -8 | 7 | 9 | -26 | 4 | 6 | 0
NC(=O)c1ccc(NC(=O)COC(=O)CC(NC(=O)c2ccccc2Cl)c2ccccc2)cc1 (stereo unspecified) | -24 | -17 | 10 | -4 | 3 | 12 | 16 | 2 | -1 | 9 | 12
CCCCn1c(N)c(N(CC)C(=O)C2CCN(C(=O)c3ccccc3C)CC2)c(=O)[nH]c1=O | -11 | 10 | 15 | -2 | -6 | 6 | 4 | -10 | 2 | -6 | -1
O=C(CCC1CCCC1)N1CCN(C(=O)COc2ccccc2)CC1 | -1 | -9 | 15 | -6 | -2 | -6 | 15 | 0 | -2 | -14 | -1
CCN(CC)C(=O)C1=C(C)N(CCC2=CCCCC2)C(=O)C(CC(=O)NCC2CCCCC2)C1 (stereo unspecified) | -6 | -15 | -4 | . | 15 | -20 | 4 | 18 | . | -9 | 10
COc1ccc(Cl)cc1C(=O)OCC(=O)NC(=O)c1cccn1C | 2 | 4 | -5 | 3 | -25 | -1 | -13 | -11 | -2 | -3 | 9
CCCCCc1ccc(C(=O)CCC(=O)OCC(=O)N(CC)c2c(N)n(Cc3ccccc3)c(=O)[nH]c2=O)cc1 | -7 | -9 | -31 | 11 | -22 | 15 | -5 | 7 | . | 2 | 6
COc1cc2c(c(OC)c1OC)CCc1cnoc1-2 | -26 | 10 | 5 | 1 | 6 | 10 | 21 | 16 | -4 | 4 | -2
CCS(=O)(=O)c1nc(S(=O)(=O)c2ccc(C)cc2)c(NCCN2CCOCC2)s1 | 13 | -4 | 15 | 4 | -13 | -60 | 8 | 32 | -1 | -8 | 2

(continued)
SMILES | NR2E3 ag-2 | CF NFkB inh | Peg3 prom inh | TRPM1 prom inh | TROY NFkB inh | Shn3 inh set2 | HIF-2a inh | TWEAK-Fn14 inh | NR2E3 ag-1 | TRAIL sens C8 | KKLEB tox
C[C@@H]1O[C@H](C2CC2)Cc2[nH]c(=S)[nH]c(=O)c21 | -16 | . | . | . | -9 | . | 1 | 1 | . | -5 | .
COc1ccc(C(=O)C2CCCN(C(=O)c3ccoc3C)C2)cc1F (stereo unspecified) | 6 | -2 | 4 | 6 | -4 | 6 | 3 | -17 | 2 | -3 | 0
CN(C)S(=O)(=O)c1ccc(N2CCCC2)c(C(=O)Nc2ccc(F)cc2F)c1 | 10 | 24 | 4 | 2 | 0 | 2 | 13 | -1 | 4 | 10 | 5
CCOC(=O)C1=CN(Cc2ccco2)S(=O)(=O)NC1c1ccc(F)c(Cl)c1 (stereo unspecified) | -4 | 12 | 15 | 0 | -10 | -4 | 8 | 21 | . | -4 | 3
Cc1ccc(C(=O)O)c(NC=O)c1OCc1ccccc1 | 15 | -17 | -4 | -7 | 9 | 7 | 11 | 13 | . | -7 | -4
Cc1cc2c3ccccc3[nH]c(=O)n2n1 | 9 | -17 | 3 | . | -15 | 19 | -7 | -14 | . | -2 | 4
O=C(Nc1cc(F)c(Br)cc1F)c1ccc(Cl)cc1 | -52 | 11 | -292 | -70 | -43 | -111 | -297 | -18 | -2 | -12 | -18
Cc1nccn1-c1ccc(C(F)(F)F)cc1[N+](=O)[O-] | -3 | 5 | -4 | 18 | -2 | 34 | 13 | 5 | 0 | 6 | -5
C/C(=N\Nc1cccc2cccnc12)c1ccc[nH]1 | -112 | -13 | -264 | -48 | -10 | -82 | -250 | -19 | -4 | 41 | -10
Oc1cc(Cc2ccccc2)cnc1CN1CCCCC1 | -9 | 2 | -2 | -4 | 1 | -2 | -7 | 10 | 0 | 0 | -1
O=C(NC(c1ccc(-c2ccccc2)cc1)c1cnccn1)C1CCN(CCOc2ccc(F)cc2)CC1 (stereo unspecified) | 23 | 33 | 50* | . | 23 | 35 | -12 | -9 | . | 28 | -31
c1ccc(-c2ncnc3nc4n(c23)CCC4)cc1 | -15 | 4 | 5 | 1 | 2 | 6 | 0 | 6 | 3 | -1 | -18
COc1cccc(CN(C)C(=O)c2ccc(S(=O)(=O)N3CCCC3)cc2)c1OC | -6 | 18 | 3 | 2 | -18 | -4 | 11 | 11 | 0 | -4 | -9
COC(=O)c1ccc2ccn(CC(=O)NC3CCCCC3)c2c1 | -19 | -4 | 8 | 9 | -1 | 3 | 10 | -1 | 1 | -13 | -2
Cc1ccc(NC(=O)c2c(C(F)(F)F)nn(C)c2SCc2cccc(C(F)(F)F)c2)cc1C | 49 | -10 | -78 | -11 | -21 | 80 | -94 | 19 | 2 | 17 | 7
CN(C)S(=O)(=O)c1cccc(C(=O)OCC(=O)Nc2sccc2C(N)=O)c1 | 9 | -1 | 12 | 4 | 26 | 29 | 11 | 8 | 1 | 31 | -5
C[C@H](NC(=O)C1CCN(C(=O)[C@@H]2CCCN2C(=O)OC(C)(C)C)CC1)C(=O)NCc1ccc(F)cc1 | -9 | -22 | 16 | . | -4 | 9 | 4 | -23 | . | 14 | 5
CCSc1nnc(NC(=O)Cc2cc(OC)c(OC)c(OC)c2)s1 | -3 | 13 | 6 | 4 | -4 | 4 | 11 | -18 | -3 | 1 | -2
Cc1cccc(NC(=O)N2CCC(NC(=O)c3ccccc3C)CC2)c1 | -14 | 14 | 7 | 10 | -4 | -22 | 24 | -4 | 1 | -4 | 1
COc1ccc(CN2CCC[C@]3(N[C@H](c4ccc(C(F)(F)F)cc4)[C@@H]4C(=O)N(C)C(=O)[C@@H]43)C2=O)cc1 | 6 | 3 | 17 | . | 6 | -4 | 5 | 5 | . | 7 | 5
O=C(NN=C1CCCC1)c1n[nH]c2c1CCC2 | 21 | -2 | -106 | -21 | -13 | -40 | -71 | -5 | 1 | -3 | 2
CCC(=O)N1CCCc2cc(S(=O)(=O)N3CCN(C4CCCCC4)CC3)ccc21 | -1 | 13 | 15 | 9 | 14 | 29 | 16 | 14 | -2 | 36 | -1
O=C(Nc1ccc(Cl)c(Cl)c1)N1CC=C(c2ccccc2)CC1 | -35 | 2 | -71 | 4 | 11 | -8 | -125 | -9 | -1 | 4 | 0

Assay outcomes as filed in PubChem.

Not all compounds are listed. The share of hits here may be higher or lower than overall.
